High-throughput results as filed in PubChem BioAssay.
GSTO1 counter = inhibitors of recombinant GSTO1, primary screen, counter-screen for RBBP9 inhibitor project, biochemical, fluorescence polarization | inhibition, % at 5.96 µM | activity-based probe fluorescence polarization | 300,000 tested, 1.1% active | AID 1974, 2009;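 active means inhibition above the campaign mean inhibition plus 3 SD, cut at about 35% in these data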;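 further: 0% = GSTO1-1 with DMSO and 100% = wells lacking GSTO1-1 enzyme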
Target sequence (P78417 whole entry, looked up): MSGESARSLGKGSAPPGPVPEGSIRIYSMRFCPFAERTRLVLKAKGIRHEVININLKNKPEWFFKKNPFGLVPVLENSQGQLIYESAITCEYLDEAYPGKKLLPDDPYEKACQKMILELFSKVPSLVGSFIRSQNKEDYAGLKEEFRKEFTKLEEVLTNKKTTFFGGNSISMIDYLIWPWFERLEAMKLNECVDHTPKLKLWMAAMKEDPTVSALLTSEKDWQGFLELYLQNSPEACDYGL
Fam108B counter = mouse Fam108B serine hydrolase inhibitors, primary screen, counter-screen for RBBP9 inhibitor project, biochemical, fluorescence polarization; recombinant Fam108B, FP-Rh probe fluorescence polarization; inhibition, % at 9.51 µM; 300,000 tested, 0.33% active; AID 1947, 2009;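 active means inhibition above the screen mean inhibition plus 3 SD, computed separately per campaign, cut at about 18% in these data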;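 further: inhibitors lower polarization as less probe binds the enzyme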
PAD4 FP inh = human PAD4 inhibitors, primary screen, biochemical, fluorescence polarization, 1536-well format | recombinant PAD4, RCA probe fluorescence polarization | inhibition, % at 6.36 µM | 330,000 tested, 0.41% active | AID 485272, 2010;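 active means percent inhibition above a cutoff equal to the mean of all tested compounds plus 3 SD, cut at about 15% in these data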;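 further: 0% = PAD4 with RCA probe and DMSO and 100% = probe without PAD4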
PME-1 inh = PME-1 inhibitors via competitive probe labeling, primary screen, biochemical, fluorescence polarization, FP-Rh probe, HTS; Protein phosphatase methylesterase 1 (Homo sapiens), Q9Y570; recombinant PME-1; inhibition, % at 5.9 µM; 320,000 tested, 0.53% active; AID 2130, 2009;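 active means inhibition above the campaign mean of all compounds plus 3 SD, cut at about 26% in these data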;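 further: competitive labeling of PME-1 active site by serine hydrolase directed probe; 0% = PME-1 with DMSO and 100% = wells lacking PME-1 enzyme; inhibitors block probe labeling so polarization falls and inhibition rises; many of its hits are not listed in these tables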
pPAFAH FP inh = pPAFAH enzyme inhibitors, primary screen, biochemical, fluorescence polarization, human; Platelet-activating factor acetylhydrolase (Homo sapiens), Q13093; recombinant pPAFAH, FP-rhodamine probe fluorescence polarization; inhibition, % at 3.39 µM; 330,000 tested, 1.5% active; AID 463082, 2010;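 active means inhibition above the mean inhibition across the screen plus 3 SD, cut at about 25% in these data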;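 further: inhibitors block binding of the rhodamine activity-based probe so polarization drops; 0% = enzyme with DMSO and 100% = wells lacking pPAFAH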
PAFAH1B2 FP inh = PAFAH1B2 enzyme inhibitors, primary screen, biochemical, fluorescence polarization, human; inhibition, % at 3.39 µM; 340,000 tested, 1.2% active; recombinant PAFAH1B2, FP-rhodamine activity probe;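 active means inhibition above the mean of all tested compounds plus 3 SD, cut at about 24% in these data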;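 further: 0% = enzyme with DMSO and 100% = wells lacking PAFAH1B2; many of its hits are not listed in these tables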
Target sequence (P68402 whole entry, looked up): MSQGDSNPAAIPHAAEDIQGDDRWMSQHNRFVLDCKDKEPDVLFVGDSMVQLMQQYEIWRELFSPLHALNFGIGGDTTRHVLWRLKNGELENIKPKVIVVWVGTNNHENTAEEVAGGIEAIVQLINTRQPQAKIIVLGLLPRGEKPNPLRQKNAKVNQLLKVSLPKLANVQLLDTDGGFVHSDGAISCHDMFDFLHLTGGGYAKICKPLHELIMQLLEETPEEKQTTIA
PAFAH2 inh = PAFAH2 enzyme inhibitors, primary screen, biochemical, fluorescence polarization, human; Platelet-activating factor acetylhydrolase 2, cytoplasmic (Homo sapiens), Q99487; recombinant PAFAH2, FP-rhodamine activity probe; inhibition, % at 3.39 µM; 340,000 tested, 0.99% active; AID 492956, 2010;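 active means inhibition above the mean over all tested compounds plus 3 SD, cut at about 30% in these data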;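 further: inhibitors block probe labeling of enzyme so polarization drops; 0% = enzyme with DMSO and 100% = wells lacking PAFAH2 protein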
LYPLA1 counter = LYPLA1 inhibitors, primary screen, counter-screen for PME1 inhibitor project, biochemical, fluorescence polarization, FP-Rh probe ABPP. Acyl-protein thioesterase 1 (Homo sapiens), O75608. recombinant LYPLA1. inhibition, % at 5.9 µM. 320,000 tested, 0.16% active. AID 2174, 2009;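 active means inhibition above the mean of all tested compounds plus 3 SD, set per campaign, cut at about 14% in these data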;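 further: inhibitors block serine hydrolase probe labeling of LYPLA1 so polarization falls; 0% = enzyme with DMSO and 100% = wells lacking LYPLA1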
Target sequence (O75608 whole entry, looked up): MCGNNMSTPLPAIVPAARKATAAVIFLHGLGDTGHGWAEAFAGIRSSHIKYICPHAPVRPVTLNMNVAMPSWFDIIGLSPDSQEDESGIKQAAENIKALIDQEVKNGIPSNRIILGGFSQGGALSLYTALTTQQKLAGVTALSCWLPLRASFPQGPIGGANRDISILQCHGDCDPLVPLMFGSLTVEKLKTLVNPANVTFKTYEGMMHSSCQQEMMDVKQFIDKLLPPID
PAFAH1B3 FP inh = PAFAH1B3 enzyme inhibitors, primary screen, biochemical, fluorescence polarization, human. recombinant PAFAH1B3, FP-rhodamine probe. inhibition, % at 3.39 µM. AID 492972, 2010. 340,000 tested, 0.28% active. Platelet-activating factor acetylhydrolase IB subunit alpha1 (Homo sapiens), Q15102;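 active means inhibition above the screen-wide average of all tested compounds plus 3 SD, cut at about 25% in these data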;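 further: 0% = enzyme with DMSO only and 100% = wells lacking PAFAH1B3 protein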
Target sequence (Q15102 whole entry, looked up): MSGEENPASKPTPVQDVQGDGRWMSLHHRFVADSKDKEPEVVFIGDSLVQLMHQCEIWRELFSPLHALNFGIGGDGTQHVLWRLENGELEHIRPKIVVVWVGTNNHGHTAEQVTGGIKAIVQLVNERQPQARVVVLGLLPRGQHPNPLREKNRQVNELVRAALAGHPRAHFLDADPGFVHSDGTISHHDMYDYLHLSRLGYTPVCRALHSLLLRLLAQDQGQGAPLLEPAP
* hit, by the source's call; x = no result given.

SMILES	GSTO1 counter	Fam108B counter	PAD4 FP inh	PME-1 inh	pPAFAH FP inh	PAFAH1B2 FP inh	PAFAH2 inh	LYPLA1 counter	PAFAH1B3 FP inh
Cc1cc(C)c(NC(=O)C2CC(=O)N(Cc3ccccc3)C2)c(C)c1 (stereo not drawn)	3.0	0.6	0.1	3.6	1.2	1.4	9.3	-0.4	7.3
CCOC(=O)C1CCCN(C(=O)CNC(=O)Cn2ccc3ccccc3c2=O)C1 (stereo not drawn)	-7.7	-1.5	2.2	4.0	8.0	1.9	3.6	-0.3	3.3
NC(=O)c1ccsc1NC(=O)COC(=O)c1ccccc1F	x	x	-0.5	0.1	4.1	0.3	7.2	-2.6	2.6
Cc1ccc(S(=O)(=O)N(CC(=O)NCCC2=CCCCC2)Cc2ccccc2F)cc1	-1.7	-2.1	1.6	1.3	3.9	10.9	-6.6	-1.1	-4.1
COC(=O)C1=CO[C@@H](O)C2C(CO)=CCC12 (stereo partly drawn)	x	x	5.4	4.8	-0.3	-3.7	-3.1	0.4	2.0
CC1(C)c2ccccc2N2CCC(=O)NC21/C=C/c1ccco1 (stereo not drawn)	4.4	-6.2	16.6*	-14.1	11.0	2.8	-12.8	-2.9	-15.5
C/C=C\C=C/C(=O)Nc1cccc(C2=NOC3(C2)C[C@@H](C(N)=O)N(C(=O)C2(C)CC2)C3)c1 (stereo partly drawn)	-0.5	-2.6	-3.0	2.3	-2.5	-3.7	-3.8	-5.8	-0.1
C/C(=N\NC(=O)CCn1nc(C)cc1C)C(C)(C)C	1.8	0.5	3.0	0.8	0.0	1.9	4.8	-3.8	3.1
CC(C)CC(=O)N1CCN(C(=O)CCC2CCCC2)CC1	0.1	-7.3	-0.2	-2.4	3.7	5.3	2.8	-0.7	3.8
COc1cc(O)c(/C=N/NC(=O)c2ccncc2)c(OC)c1[N+](=O)[O-]	12.9	7.6	-2.9	-4.3	7.6	3.0	0.0	-3.7	12.9
O=c1cc(CSc2n[nH]c(-c3ccncc3)n2)nc2sccn12	10.8	6.0	-0.3	-3.4	10.4	1.7	7.6	-1.2	5.5
COc1ccc(-c2csc(C)n2)cc1	-1.5	-2.9	1.3	-2.0	3.8	8.2	6.5	-1.8	6.7
C=CCn1c(CSc2nc3ccccc3s2)nnc1SCC(=O)NCc1ccccc1	-0.5	2.4	-5.0	3.2	4.9	-2.4	-2.1	1.3	-4.3
CC1(C)Cc2nc3oc4c(=O)n(CC(=O)Nc5ccc(Cl)cc5)cnc4c3cc2CO1	-11.7	-9.7	5.0	7.7	1.1	0.5	3.4	-2.6	-2.5
COc1ccccc1CNC(=O)CCN1C(=O)COc2ccc(C)cc21	5.2	-1.8	-1.1	-3.0	6.2	4.3	11.5	-0.1	9.4
Cc1ccccc1OCCCC(=O)Nc1nccs1	-2.0	-2.6	2.4	-3.5	-1.0	2.8	-3.1	2.4	2.0
CCc1c(O)nc(SCC(=O)Nc2ccc3c(c2)CCC3)[nH]c1=O	-10.1	-3.2	3.1	-8.0	3.5	3.7	4.0	1.0	1.4
Fc1ccc(CNC(=S)NCc2ccccc2)cc1	-1.4	-6.3	-3.6	9.6	-1.4	9.3	-6.0	-0.8	1.4
COc1ccc(-n2nc(C(=O)NCC(=O)NCC3CCCO3)c3ccccc3c2=O)cc1Cl (stereo not drawn)	-1.6	-4.8	-1.0	-1.1	-3.3	-0.3	-2.3	-1.0	-2.9
CCOC(=O)CC1C(=O)NCCN1Cc1cccc(OC)c1 (stereo not drawn)	2.6	0.4	-1.1	1.1	-1.0	-5.7	-4.5	-0.8	-1.8
CC(C)NC(=O)COC(=O)c1ccc(NS(=O)(=O)c2ccc3c(c2)OCCO3)cc1	-0.1	6.8	1.4	2.3	19.7	-4.0	51.3*	5.6	4.6
CCOC(=O)NC(NC(=S)Nc1ccc(OCC)cc1)C(Cl)(Cl)Cl (stereo not drawn)	2.7	-4.4	-2.3	-0.6	0.9	1.2	3.9	-1.4	4.9
Nc1nc(-c2ccc(Cl)cc2)c(N=Nc2ccc(S(=O)(=O)N3CCOCC3)cc2)s1	2.7	9.4	0.8	2.2	-1.2	-1.1	-2.9	1.0	-8.4
CC(C)=CCC/C(C)=C/CNC(=O)C[C@H]1C[C@H](C(=O)N2CCOCC2)[C@@]2(CCC3CCCC3)c3[nH]c4cc(-c5ccco5)ccc4c3CCN2C1=O	x	x	-2.0	x	12.6	-2.4	-10.2	x	7.6
Cn1cccc1C(=O)c1cccc([N+](=O)[O-])c1	7.8	0.7	-4.0	-2.7	0.0	1.5	7.4	-1.5	8.7
Cc1ccc(C)c(N2CCN(C(=O)CCS(=O)(=O)c3ccc4c(c3)CCN4C(=O)C3CC3)CC2)c1	6.9	-0.8	-4.9	9.3	7.4	10.9	8.6	4.2	8.2
CC(NC(=O)c1cc(S(=O)(=O)N(C)C)ccc1Cl)c1ccc(-n2ccnc2)cc1 (stereo not drawn)	5.3	-2.0	3.6	2.4	-2.6	-1.5	0.7	0.1	-2.3
COc1ccc2[nH]c3nc(SC(C)C)nnc3c2c1	-0.4	3.0	0.0	1.8	2.1	-0.7	7.6	0.8	0.4
CCCCn1c(N)c(N(CC)C(=O)C2CCCC2)c(=O)[nH]c1=O	x	x	-3.5	0.5	-1.2	7.0	5.2	-1.5	1.5
Cc1ccc(-n2nc(C(=O)O)c3ccccc3c2=O)cc1C	0.8	-2.6	-4.0	-8.7	0.4	6.2	0.7	-0.3	8.3
COc1cc(OC)cc(C(=O)NC(=S)Nc2ccc(N3CCCC3)cc2)c1	0.4	-2.0	-6.6	-2.6	5.3	6.2	-0.4	4.8	0.0
CC1CN(CC(O)COC2CCC(C(C)(C)C)CC2)CC(C)O1 (stereo not drawn)	-6.5	-1.5	-1.3	-4.3	2.4	-3.3	6.7	0.5	4.8
O=C1CC(c2ccco2)CC2=C1C=Nc1ccccc1N2 (stereo not drawn)	-10.8	-1.3	1.5	-1.0	6.5	2.6	-0.3	2.9	-0.5
Cc1ccc(NC(=O)[C@@H]2CCCN2C(=O)[C@@H]2Cc3ccccc3CN2)c(C)c1	2.9	3.7	2.7	-1.5	2.5	2.5	1.9	-0.4	6.1
O=C(Nc1ccc(-c2nnc3n2CCCCC3)cc1)c1cc2ccccc2o1	-0.6	-5.0	-2.5	0.3	3.3	2.8	-6.6	-6.5	3.6
COc1ccc(C)c2sc(=NC(=O)c3ccc(C(C)=O)cc3)n(C)c12	1.3	-0.5	-3.1	-5.5	3.0	5.6	2.7	-1.1	-5.0
CCn1cc(C(=O)NCCCN2CCC(C)CC2)c(=O)c2cc(S(=O)(=O)N(C)C3CCCCC3)ccc21	0.3	-3.3	-8.5	38.0*	1.6	-0.5	7.2	5.1	1.0
CCCn1c(=O)c2ccccc2n2c(SCC(=O)/C(C#N)=C(\C)N)nnc12	8.0	10.7	-0.7	-0.4	-0.6	3.0	4.9	3.4	11.0
CN(C)N1C(=O)CC(N2CCCC2)C1=O (stereo not drawn)	-3.8	-4.9	-3.5	-6.6	-4.7	-0.2	-1.3	-0.4	5.5
CC(C)c1ccc(Nc2ncccc2C#N)cc1	6.3	-1.9	-8.2	-2.0	0.5	9.5	-2.7	0.5	9.9
COC(=O)CSc1nc2cc(C)ccc2cc1C#N	-1.5	-4.7	-12.3	2.6	10.0	2.2	-1.8	-3.6	10.3
COc1ccc(CNC(=O)c2cc(C)nc3ccccc23)cc1OC	-4.9	-1.1	0.5	-0.2	0.1	0.2	-0.4	0.6	5.5
COc1ccc(C(=O)CC(=O)c2ccc(F)cc2)cc1	7.6	1.2	2.2	-0.1	-4.2	x	x	-3.7	x
CC(NC(=O)c1ccc(Cl)cc1)c1nnc(SCC(=O)NC2=NCCS2)n1C (stereo not drawn)	3.6	-0.3	-1.1	-1.4	5.7	1.7	-6.0	0.2	-1.6
Clc1ccccc1CN1CCSCC1	5.6	3.7	1.9	0.4	-2.7	3.3	1.1	0.4	3.9
Cc1ccc(OC/C(=N\O)C(C)(C)C)c([N+](=O)[O-])c1	8.6	-1.5	4.9	-6.9	-8.9	4.5	-9.9	-3.4	5.0
Cc1cc(-c2nn(-c3ccccc3F)cc2CN2CCCC(CO)C2)c(C)s1 (stereo not drawn)	-1.0	3.4	-2.0	-3.1	2.0	4.4	-1.6	-2.0	-0.1
CCn1c(=O)c(=O)[nH]c2cc(C(=O)NC3CCCC3)ccc21	-2.5	-3.6	-17.9	-4.3	0.1	3.3	7.9	-1.3	1.3
O=C(COc1ccccc1Cl)NCCCN1CCOCC1	12.0	1.3	-2.8	4.0	3.8	2.0	6.9	2.6	2.8
CN(Cc1ccccc1)C(=O)C1CCCN(Cc2ccc(Cl)cc2)C1 (stereo not drawn)	3.5	3.3	-0.8	-3.7	8.0	13.3	-5.5	2.0	10.1

Following part.
SMILES	GSTO1 counter	Fam108B counter	PAD4 FP inh	PME-1 inh	pPAFAH FP inh	PAFAH1B2 FP inh	PAFAH2 inh	LYPLA1 counter	PAFAH1B3 FP inh
CCCNC(=O)N1CCN(c2nc(C(C)C)c3c(c2C#N)CC(C)(C)OC3)CC1	2.6	1.5	-0.9	1.3	3.7	-0.6	3.0	4.1	2.3
O=C(CSCc1nc2ccccc2[nH]1)Nc1ccc(Oc2ccccc2)cc1	0.1	-4.6	-5.2	-0.6	2.9	5.3	-2.2	-5.0	-0.6
Cc1c(NC2(c3nnnn3-c3ccc(Br)cc3)CCCCC2)c(=O)n(-c2ccccc2)n1C	-5.2	-0.6	2.1	1.8	-0.8	-1.0	18.4	-1.6	5.1
COc1ccc(N2CCN(C(=O)c3cc(N4C(=O)C5C6CCC(C6)C5C4=O)ccc3Cl)CC2)cc1 (stereo not drawn)	0.1	-1.0	-1.6	0.8	3.1	-3.5	-8.0	-5.6	1.9
CCCc1ccc(OCc2ccc(C(=O)Nc3cccc(C)n3)o2)c(OC)c1	4.0	-0.7	-6.5	4.2	-0.2	3.6	-3.8	1.4	11.1
CN(CC(=O)Nc1ccccc1N1CCOCC1)CC(=O)Nc1ccc(F)c(F)c1F	2.3	1.4	-1.9	0.1	5.2	0.4	-11.4	-0.1	6.3
Cc1cnc(NC(=O)C2CC=CCC2)s1 (stereo not drawn)	5.2	-1.2	2.1	4.7	0.2	2.2	-8.6	-6.6	11.9
CCC(=O)c1ccc(N2CCCCCC2)c(F)c1	-5.1	-0.5	2.0	-2.1	1.4	-4.3	12.0	1.3	8.8
CC1Oc2ccccc2N(CC(=O)NCc2ccc3c(c2)OCO3)C1=O (stereo not drawn)	6.7	3.2	2.7	-4.9	-1.6	0.7	-4.3	3.9	-3.4

The list is partial; the hit share may differ from the screen's.
